GPR7 antagonist – human neuropeptides B/W receptor 1 antagonism; GPR7-expressing cells, fluorescence antagonist assay; hit rate 1.1% among 290,000; inhibition, % at 4.4 µM; P48145; in the data active means inhibition above about 16%, passing the limit was not always enough;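 further: cells stimulated with the agonist NPW; 0% = agonist with vehicle and 100% = vehicle without agonist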
OXTR potentiate – potentiates the human oxytocin receptor response. hit rate 0.061% among 320,000. P30559. activation, % at 3 µM. CHO-OTR cells, Fluo-8 calcium fluorescence, potentiator mode; 0% = oxytocin EC15, 100% = EC100;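 active means activation above that plate's cutoff, the mean activation of tested compounds plus 3 SD, cut at about 6.6% in these data, passing the limit was not always enough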;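 further: 100% uses oxytocin at 75 nM as the full agonist control; some results filed as inactive read as strong as hits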
Target sequence (P30559 whole entry, looked up): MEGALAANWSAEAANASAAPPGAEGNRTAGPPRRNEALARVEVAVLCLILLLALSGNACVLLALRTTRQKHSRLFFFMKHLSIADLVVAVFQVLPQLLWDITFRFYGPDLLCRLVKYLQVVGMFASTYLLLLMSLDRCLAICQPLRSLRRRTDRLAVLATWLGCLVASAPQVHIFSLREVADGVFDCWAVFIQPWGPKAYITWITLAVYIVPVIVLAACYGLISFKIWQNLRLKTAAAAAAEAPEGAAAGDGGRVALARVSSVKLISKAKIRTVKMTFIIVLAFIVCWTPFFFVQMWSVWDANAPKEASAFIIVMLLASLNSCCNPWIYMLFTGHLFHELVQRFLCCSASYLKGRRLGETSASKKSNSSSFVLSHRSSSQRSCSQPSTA
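Dosing: Single dose, 3.0 µM nominal final compound concentration | Material: Human OTR in CHO cells | Technique: Kinetic Fluo-8 calcium fluorescence | Benchmarks: EC15 oxytocin alone as 0%, 75 nM oxytocin as 100% | Probe or stimulus: Oxytocin at about EC15, sub-maximal agonist stimulus | Incubation: Compound 6 min at room temperature before oxytocin, 100 s read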
CHO parental Ca – counter-screen: ATP calcium response change in parental CHO cells | parental CHO-K1, ATP-induced calcium, Fluo-8 fluorescence | inhibition, % at 5.6 µM | hit rate 0.63% among 330,000;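 active means inhibition above that plate's mean sample inhibition plus 3 SD, cut at about 26% in these data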;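 further: 0% = ATP-challenged DMSO wells and 100% = DMSO wells without ATP; some compounds past the cut are filed as inactive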
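test system = CHO parental line | reagent = ATP stimulus | measured by = intracellular calcium via Fluo-8 no-wash fluorescent dye | control set = ATP and no-ATP DMSO wells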
TAAR1 antag – human TAAR1 antagonism | AID 624466 | inhibition, % at 3 µM | hit rate 1.5% among 360,000 | Q96RJ0 | CHO RD-HGA16 TAAR1, Fluo-8 calcium fluorescence, antagonist;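 active means inhibition above a per-plate cutoff, the mean inhibition of test compounds on that plate plus 3 SD, cut at about 49% in these data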;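 further: 0% = DMSO plus EC80 beta-PEA response and 100% = DMSO alone without agonist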
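System: RD-HGA16 CHO cells with stable hTAAR1 and Gα16 | Probe or stimulus: EC80 β-phenethylamine stimulus | Dosing: 3 µM, single point | Times: Dye loading 75 min at 37 °C, then 30 min room temperature | Measured by: Fluo-8 calcium-sensitive fluorescence | Read-out basis: % inhibition of agonist calcium response | Replicates: n of 1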
OXTR agonist – activates the human oxytocin receptor; activation, % at 3 µM; CHO-OTR cells, Fluo-8 calcium fluorescence; normalized: DMSO 0%, oxytocin 100%; P30559; hit rate 0.32% among 320,000; AID 2435;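 active means activation above the mean of all tested compounds plus 3 SD, cutoff set per screening run, cut at about 20% in these data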;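 further: peak over basal fluorescence ratio from a 100 s FLIPR kinetic read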
M1 ag parental – M1 agonist counterscreen hit in parental CHO-K1 cells. Fluo-8 calcium fluorescence; scaled to maximal ATP response, vehicle zero. activation, % at 3 µM. hit rate 0.48% among 360,000. AID 602248; in the data active means activation above about 15%;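 further: untransfected CHO-K1 host cells lacking M1 receptor as counterscreen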
CHO-K1 Ca antag – M1 antagonist counterscreen hit in parental CHO-K1 cells; ATP-induced calcium, Fluo-8 fluorescence; inhibition, % at 3 µM; hit rate 0.6% among 360,000; AID 602250;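 active means inhibition above a per-plate cutoff, the plate's mean sample inhibition plus 3 SD, cut at about 24% in these data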;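 further: 0% = DMSO plus EC80 ATP and 100% = DMSO alone without ATP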
V1aR counter – counter-screen for oxytocin receptor agonists: human V1a receptor agonists; P37288; CHO-V1R cells, Fluo-8 calcium fluorescence, agonist mode; 0% DMSO, 100% 3 nM vasopressin; activation, % at 3 µM; hit rate 0.25% among 320,000; AID 2797;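 active means activation above the mean activation of all tested compounds plus 3 SD, per screening run, cut at about 20% in these data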;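 further: signal is peak over basal fluorescence ratio across a 100 second FLIPR read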
Target sequence (P37288 whole entry, looked up): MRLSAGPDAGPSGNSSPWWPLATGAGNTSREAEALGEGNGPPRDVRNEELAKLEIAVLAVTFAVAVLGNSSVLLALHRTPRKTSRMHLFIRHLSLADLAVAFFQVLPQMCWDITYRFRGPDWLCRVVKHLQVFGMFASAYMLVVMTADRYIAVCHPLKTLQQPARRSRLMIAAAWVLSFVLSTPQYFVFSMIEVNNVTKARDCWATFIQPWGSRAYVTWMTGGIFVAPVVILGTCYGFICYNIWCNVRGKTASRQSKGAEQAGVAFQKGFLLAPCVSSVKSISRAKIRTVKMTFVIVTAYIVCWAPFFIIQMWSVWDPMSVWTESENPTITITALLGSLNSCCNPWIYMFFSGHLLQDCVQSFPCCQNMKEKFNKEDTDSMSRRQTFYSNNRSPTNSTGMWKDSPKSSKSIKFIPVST
M1 PAM parental – counter-screen for M1 PAMs: effect in parental CHO-K1 cells; ATP EC20, Fluo-8 calcium fluorescence; 0% at ATP EC20, 100% at ATP max; activation, % at 3 µM; hit rate 0.02% among 360,000; AID 602247;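 active means activation above the run cutoff, the mean activation of all test compounds plus 3 SD, cut at about 40% in these data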;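 further: peak over basal fluorescence ratio in a 140 s read after ATP addition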
An asterisk follows results filed as active; / = no result given.

SMILES	GPR7 antagonist	OXTR potentiate	CHO parental Ca	TAAR1 antag	OXTR agonist	M1 ag parental	CHO-K1 Ca antag	V1aR counter	M1 PAM parental
O=C(Nc1ccc(NC(=O)c2cccs2)cn1)c1ccccc1	-1	-10	-4	10	0.2	3.0	3	0.7	9
O=C(O)CSCC(=O)Nc1ccccc1	-5	-4	-13	1	0.8	0.3	-12	0.2	7
O=C(O)c1cccc(NC(=O)c2cccc(S(=O)(=O)Nc3cccc([N+](=O)[O-])c3)c2)c1	15	-15	-2	-8	-1.2	0.8	0	-0.1	12
Cc1cc2c(=O)oc(-c3ccccc3Br)nc2s1	-11	/	/	-54	/	3.6	-8	/	1
COc1ccc(CCNC(=O)CCC(=O)NC2CCCC(C)C2C)cc1OC (stereo not drawn)	-9	-4	-9	-15	0.4	-0.6	29*	0.1	6
CCOc1ccccc1CNc1ccc(N2CCOCC2)c(C(=O)O)c1	-12	-1	-2	/	1.0	0.2	-11	7.8	9
CC1CCN(S(=O)(=O)c2ccc(C(=O)NNC(=O)C3CC3)cc2)CC1	-1	-8	-8	0	0.8	0.3	-10	2.0	15
CC1CCN(S(=O)(=O)c2ccc3c(ccn3CC(=O)O)c2)CC1	-3	-20	-1	-22	-0.6	1.1	-14	-0.9	6
COC(=O)C(=Cc1ccc(-c2ccsc2C(=O)OC)o1)C(=O)OC	-10	0	-6	-39	-0.1	2.7	10	-0.9	-20
O=C(N/N=C1\CCCc2ccccc21)c1cccc(Br)c1	-7	-10	6	1	-1.3	0.5	-16	-0.5	21
CC(=O)N1c2ccc(S(=O)(=O)N3CCC(C(=O)NCc4ccc(N(C)C)cc4)CC3)cc2CC1C (stereo not drawn)	0	0	-16	5	0.7	0.2	-2	0.1	-7
CSC(=O)NC12CC3CC(CC(C)(C3)C1)C2	-11	6	-15	6	-0.8	-0.2	-30	0.5	9
COc1nc(NCC(C)C)nc(Oc2ccc(=O)n(-c3ccccc3)n2)n1	5	-5	-5	-29	-0.9	-0.1	8	-0.4	-9
CCCCNc1c([N+](=O)[O-])cc(C(=O)O)cc1[N+](=O)[O-]	-9	-7	2	2	-2.1	-0.1	-3	0.5	13
COc1cccc(NC(=O)COC(=O)c2cc(S(=O)(=O)N3CCOCC3)ccc2C)c1	-8	-2	-25	15	1.2	3.6	7	4.9	8
COc1ccc(C(=O)C[n+]2ccc3c(c2)nc(-c2ccccc2)n3C)cc1	8	-10	-7	-15	0.0	-0.4	-2	-1.1	-5
COc1ccc(Cn2cc(CN3CC(N4CCN(Cc5ccccc5F)CC4)CS3(=O)=O)nn2)cc1 (stereo not drawn)	/	/	/	-25	/	2.8	-12	/	-10
COc1ccc(NC(=O)c2ccc(-c3ccc(OC)cc3)s2)cc1	-7	-12	-2	-15	1.0	-0.8	-2	0.6	3
Cc1cccc(OCCNC(=S)NC(=O)c2cccnc2)c1	3	-6	-8	-9	-1.9	0.5	-9	-0.2	19
COCCCNC(=O)c1cn(-c2cccc(OC)c2)c(=O)c2ccccc12	-6	-12	-9	0	-0.6	4.6	-2	-0.2	6
COc1cc(C(=O)N2CCN(S(=O)(=O)c3ccc(C)cc3C)CC2)ccc1OCC(=O)N1CCOCC1	/	-5	-8	14	-0.4	0.8	-6	-0.1	10
CC(C)CNC(=O)c1ccc2c(c1)C(=O)N(C1CCCCC1)C2=O	-1	-21	-14	26	-0.5	0.4	2	1.0	-4
COc1cc(/C=C2/N=C(C3CCCCC3)OC2=O)cc(OC)c1OC	-11	-2	1	10	-0.1	0.6	-8	-1.0	25
O=[N+]([O-])c1ccc(NCc2ccccc2N2CCC(CO)CC2)nc1	9	-12	-16	16	0.5	2.0	-9	3.6	-2
O=C(CS(=O)CC(=O)Nc1cccnc1)Nc1ccc(F)cc1 (stereo not drawn)	-8	-5	0	-18	0.4	1.7	-14	0.3	16
COc1cc2[nH]c(=S)n(CCCN3CCOCC3)c(=O)c2cc1OC	-7	1	-17	-12	-0.5	-0.4	-3	0.8	-9
CCN(C(=O)c1cc2ccccc2oc1=O)c1cccc(C)c1	-9	-4	0	-7	-0.3	0.3	1	0.0	0
O=C(COC(=O)c1cc(=O)[nH]c2ccccc12)NCCc1ccccc1	/	2	-12	5	-0.7	1.2	4	3.4	-15
Cc1ccc(C(=O)Nn2cnnc2)cc1[N+](=O)[O-]	2	-2	-9	-2	0.6	0.2	-5	-0.1	0
Cc1cc(N(CN2CCCC2=O)C(=O)c2ccc(F)cc2)no1	-13	4	-9	1	0.7	1.0	-13	0.5	17
CCn1c(SCC(=O)Nc2ccccc2C(=O)OC)nnc1-c1cccc(C)c1	-2	2	-22	-5	-1.9	2.5	-16	-2.0	3
Cc1ccc(/C=C2\Oc3cc(OC(=O)N4CCOCC4)ccc3C2=O)cc1	-8	4	-10	-2	-0.9	-0.1	-9	0.0	0
COc1cc(NS(=O)(=O)c2ccc(NC(=O)C3CCCO3)cc2)nc(OC)n1 (stereo not drawn)	1	2	-4	1	0.0	0.0	-18	0.8	14
CCN(/N=C/c1ccc(Cl)cc1)c1cc(=O)n(C)c(=O)[nH]1	9	-8	-13	0	-1.2	0.7	5	-0.7	7
O=C(N/N=C/c1ccc2c(c1)OCO2)c1ccc(Cn2cc([N+](=O)[O-])cn2)o1	-3	-8	-9	9	1.5	1.2	-6	1.8	15
[O-]/C(=C(\C(=S)Nc1ccc(SC(F)F)cc1)[n+]1ccccc1)c1cc(Cl)ccc1Cl	10	3	-9	-72	-1.2	0.2	-16	-0.8	13
COc1cccc(OC)c1C(=O)Nc1ccccc1C(=O)N1CCCCCC1	2	4	-20	-18	-0.8	0.7	-4	-0.6	1
O=C(Nc1ccc(Cl)cc1)C1Cc2c(-c3cccc(F)c3)ccnc2O1 (stereo not drawn)	/	/	/	5	/	0.5	-5	/	14
Cc1ccccc1NC(=O)Cc1nnc(SCc2ccc(Cl)c(Cl)c2)n1C	-14	-3	-8	10	1.7	1.5	-43	0.8	28
Cc1nn(-c2cc(C(F)(F)F)ccc2Cl)c2nc(C(F)(F)F)[nH]c(=O)c12	-7	-5	1	-26	-2.3	-0.3	9	1.3	-9
CCCC(=O)Nc1ccc2nc(SCC(=O)Nc3nccs3)sc2c1	-5	-5	-6	14	1.5	2.7	-10	0.6	11
O=C1C=C(NCc2ccc3c(c2)OCO3)CC(c2ccccc2)C1 (stereo not drawn)	-4	-3	-18	6	0.6	/	/	0.3	/
O=C(NCC(O)c1ccc([N+](=O)[O-])cc1)C(c1ccccc1)c1ccccc1 (stereo not drawn)	10	-7	-11	12	2.1	1.2	1	1.3	14
CCCSCC(=O)Nc1ncc2c(n1)-c1ccccc1CC2	-15	-1	0	-17	-1.7	0.1	-9	-0.3	20
Cc1cccc(C)c1-n1nnnc1C1(C)CCC(=O)N1Cc1ccc(F)cc1 (stereo not drawn)	/	/	/	-19	/	0.4	-13	/	14
O=C(NCc1ccccc1F)Nc1nnc([C@H]2C[C@H](O)[C@@H](CO)O2)s1	/	/	/	-8	/	0.0	11	/	-5
CCOc1ccc(NC(=O)c2ccc(NC(=O)c3cn4c5c(c(N6CCN(C)CC6)c(F)cc5c3=O)OCC4C)cc2)cc1 (stereo not drawn)	-5	-2	-11	15	-0.1	0.1	-7	0.5	7
COc1ccccc1OCCn1c(SCC(N)=O)nc2ccccc21	-2	-3	-2	-9	0.1	0.8	-15	-0.1	13
COc1ccc(C(=O)Nc2cccc(C(=O)Nc3cc(C)ccn3)c2)cc1	/	/	/	32	/	2.7	-2	/	10
Cc1ccc(S(=O)(=O)Nc2c(C)n(C)n(-c3ccccc3)c2=O)cc1C(=O)OC(C)C(=O)c1ccccc1 (stereo not drawn)	/	/	/	8	/	0.3	-21	/	22

(next part)
SMILES	GPR7 antagonist	OXTR potentiate	CHO parental Ca	TAAR1 antag	OXTR agonist	M1 ag parental	CHO-K1 Ca antag	V1aR counter	M1 PAM parental
C=C1CCC2[C@](C)(CO[C@@H]3O[C@H](CO)[C@@H](O)[C@H](O)[C@H]3O)CCC[C@@]2(C)[C@@H]1CCC1=CCOC1=O (stereo partly drawn)	/	-2	-4	-6	-0.6	0.2	-1	0.6	4
CCN(c1ccc(NC(=O)CCc2nc3sc4c(c3c(=O)[nH]2)CCCC4)cc1)C(C)C	/	-1	-20	-25	0.1	0.8	-8	0.3	12
c1ccc(C2=Nc3ccccc3OC2)cc1	-2	-6	-6	3	0.3	0.0	0	0.7	-1
Cc1cccc2cc3c(nc12)SC(=NCC1CCCO1)N(Cc1ccco1)C3 (stereo not drawn)	22*	-12	-31	/	-2.4	-0.1	16	-0.2	-5
CSc1nnc(-c2ccncc2)n1CCCN1CCCC1=O	-7	0	10	16	0.4	-0.3	4	-0.1	-14
CCCOc1c(OC)cccc1C1CC(=O)Nc2cc(OC)c(OC)c(OC)c21 (stereo not drawn)	2	-15	-11	-2	0.3	1.2	-11	-0.5	18
COc1cc2cc(CN(C(=O)Nc3ccccc3)C3CCCC3)c(=O)[nH]c2cc1OC	-3	-8	-25	3	-1.8	0.5	-14	0.3	18
CCOC(=O)c1sc2nc(C(C)C)c3c(c2c1N)CCC3	-1	-3	-5	-10	-1.8	-0.2	-5	-0.7	20
COc1cc(C=O)ccc1OC(=O)c1ccc(C(C)C)cc1	-9	-6	-4	10	-0.6	0.9	-2	0.0	17
Cc1ccc(S(=O)(=O)CCC(=O)OCC(=O)NCc2ccc(F)cc2)cc1	/	/	/	0	/	0.5	1	/	5

Compounds shown so far with a furan ring, fused or not:
SMILES	GPR7 antagonist	OXTR potentiate	CHO parental Ca	TAAR1 antag	OXTR agonist	M1 ag parental	CHO-K1 Ca antag	V1aR counter	M1 PAM parental
COC(=O)C(=Cc1ccc(-c2ccsc2C(=O)OC)o1)C(=O)OC	-10	0	-6	-39	-0.1	2.7	10	-0.9	-20
O=C(N/N=C/c1ccc2c(c1)OCO2)c1ccc(Cn2cc([N+](=O)[O-])cn2)o1	-3	-8	-9	9	1.5	1.2	-6	1.8	15
Cc1cccc2cc3c(nc12)SC(=NCC1CCCO1)N(Cc1ccco1)C3 (stereo not drawn)	22*	-12	-31	/	-2.4	-0.1	16	-0.2	-5

Continuation:
SMILES	GPR7 antagonist	OXTR potentiate	CHO parental Ca	TAAR1 antag	OXTR agonist	M1 ag parental	CHO-K1 Ca antag	V1aR counter	M1 PAM parental
CC1(C)OC(=O)C(=NNc2ccccc2)C(=O)O1	-2	2	4	-22	1.0	0.6	4	1.4	1
Cc1ccc(NC(=O)CC(C)CC(=O)NCc2ccccc2)cc1Cl (stereo not drawn)	-5	-4	-21	3	0.8	0.5	-11	1.1	25
COc1cc(-c2c(C#N)c(N)nc(SCc3ccncc3)c2C#N)cc(OC)c1OC	-9	-9	-10	/	2.7	3.8	-7	1.8	17
Cc1ccc(S(=O)(=O)NC(=O)Nc2cccc(C)n2)cc1	-2	-5	-5	-20	-1.4	0.4	-3	0.1	3
O=C(Nc1ccccc1OC(F)F)c1oc2ccccc2c1COc1ccccc1	-10	2	-28	-10	1.0	0.3	-14	2.3	19

Not a hit list; about 3.5% have a hit in one of these screens.
